# Screening data from PubChem.
# GLA spleen mod: inhibitors or activators of human alpha-galactosidase in spleen homogenate. P06280. human spleen homogenate, 4MU-alpha-Gal fluorescence, 40 min. Potency, µM (series often up to 80 µM), inactives show top-dose activity change, negative = inhibition, most hits filed as inhibitors. 240,000 tested, 0.008% active. AID 2107;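 further: 0% = enzyme with vehicle and -100% = no enzyme basal signal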
#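 Fluorogenic readout (Ex 365/Em 440 nm) of 4-methylumbelliferone released from 1 mM 4-MU-alpha-galactoside by spleen homogenate, 40 min at 37C, pH 5.0. Data normalized to no-enzyme and enzyme controls; Hill-equation AC50 from compound titrations.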
# ALDH1A1 block: ALDH1A1 (human) enzyme inhibition; 220,000 tested, 7.3% active; AID 1030; P00352; Potency, µM (doses to about 75.3 µM), without a hit: at the top dose activity, negative = inhibition, hits mostly inhibitors; Purified ALDH1A1, NADH fluorescence, propionaldehyde substrate; active means well fitted inhibition curve with a large enough effect, not every such curve was filed as active; inconclusive means small, poorly fitted or top-dose-only effect, or another doubt; inactive means no such curve, though single readings can be large or run the other way;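 further: plate controls were no enzyme wells and a reference inhibitor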
# Target sequence (P00352 whole entry, looked up): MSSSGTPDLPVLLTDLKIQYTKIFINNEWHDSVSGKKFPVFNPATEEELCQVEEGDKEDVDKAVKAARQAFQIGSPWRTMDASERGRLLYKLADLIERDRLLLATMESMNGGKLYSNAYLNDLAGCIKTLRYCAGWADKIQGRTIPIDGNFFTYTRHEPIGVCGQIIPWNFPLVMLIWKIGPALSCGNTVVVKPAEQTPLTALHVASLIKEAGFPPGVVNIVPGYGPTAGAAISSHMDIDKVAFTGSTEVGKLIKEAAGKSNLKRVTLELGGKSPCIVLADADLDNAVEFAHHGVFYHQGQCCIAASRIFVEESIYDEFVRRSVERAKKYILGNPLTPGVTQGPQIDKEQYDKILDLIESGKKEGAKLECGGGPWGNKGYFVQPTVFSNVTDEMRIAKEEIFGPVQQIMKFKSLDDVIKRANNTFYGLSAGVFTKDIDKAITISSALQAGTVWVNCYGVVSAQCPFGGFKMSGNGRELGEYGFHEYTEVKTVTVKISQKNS
# Tau FP inhib: blocks human tau fibril formation measured by polarization. K18 P301L tau heparin fibrillization, Alexa594 FP, 6 h. Potency, µM (highest dose often 57.7 µM), inactives show top-dose activity, negative = inhibition, usual class: inhibitors. 280,000 tested, 0.39% active. AID 1468; further: nearly all actives have a fitted effect of over 55% in size
# Target sequence (P10636 561-689 P618L limits assumed): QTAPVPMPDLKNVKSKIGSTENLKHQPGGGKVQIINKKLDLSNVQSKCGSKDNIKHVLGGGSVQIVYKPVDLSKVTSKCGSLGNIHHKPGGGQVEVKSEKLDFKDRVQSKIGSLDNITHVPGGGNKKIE
#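 Steps: dispense K18 P301L tau (15 uM plus 0.24 uM Alexa 594 tracer, final) in pH 7 sodium acetate; add compound; add heparin (20 uM final); incubate 6 hr, 37 C; add ThT (30 uM final); after 1 hr ambient, read FP.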
# Tau fluor cs: counter-screen for tau fibril formation inhibitors; tau K18 P301L Alexa594 fluorescence, heparin fibrillization; Potency, µM (doses to about 57.7 µM), without a hit: at the highest dose activity change, negative = decrease; 280,000 tested, 0.93% active; further: nearly all actives have a fitted effect of over 55% in size
#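 Human tau K18 P301L (15 uM unlabeled, 0.24 uM Alexa 594-labeled) in 100 mM sodium acetate pH 7 with 20 uM heparin, 6 hr at 37 C. ThT 30 uM added, 1 hr ambient; Alexa 594 FP and total fluorescence read at 555/632 nm.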
# TR SRC2 fluor cs: alters Texas Red total fluorescence, flagging assay interference; TRb/SRC2 Texas Red total fluorescence interference; Potency, µM (highest dose often 106 µM), without a hit: at the top dose fluorescence change, negative = quenching; 280,000 tested, 0.29% active; active means well fitted curve in either direction with a large enough effect; inconclusive means small, poorly fitted or top-dose-only effect
#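 Human TRβ ligand-binding domain (0.6 uM) and Texas Red SRC2 peptide (20 nM) in Tris buffer with 1 uM T3 and 5% DMSO were incubated with pinned compound for 5 hr at ambient temperature. Total fluorescence was computed as S + 2P (555/632 nm).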
# TRb-SRC2 inh: disrupts binding of human TR beta to SRC2. TRbeta-SRC2 peptide binding, fluorescence polarization; receptor liganded with 1 µM T3. Potency, µM (doses to about 106 µM), without a hit: at the top dose activity change, negative = inhibition, actives largely listed as inhibitors. 280,000 tested, 0.065% active;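 further: plate controls were bound peptide for no effect and peptide without receptor for full effect; nearly all actives have a fitted effect of over 50% in size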
# Target sequence (P10828 whole entry, looked up): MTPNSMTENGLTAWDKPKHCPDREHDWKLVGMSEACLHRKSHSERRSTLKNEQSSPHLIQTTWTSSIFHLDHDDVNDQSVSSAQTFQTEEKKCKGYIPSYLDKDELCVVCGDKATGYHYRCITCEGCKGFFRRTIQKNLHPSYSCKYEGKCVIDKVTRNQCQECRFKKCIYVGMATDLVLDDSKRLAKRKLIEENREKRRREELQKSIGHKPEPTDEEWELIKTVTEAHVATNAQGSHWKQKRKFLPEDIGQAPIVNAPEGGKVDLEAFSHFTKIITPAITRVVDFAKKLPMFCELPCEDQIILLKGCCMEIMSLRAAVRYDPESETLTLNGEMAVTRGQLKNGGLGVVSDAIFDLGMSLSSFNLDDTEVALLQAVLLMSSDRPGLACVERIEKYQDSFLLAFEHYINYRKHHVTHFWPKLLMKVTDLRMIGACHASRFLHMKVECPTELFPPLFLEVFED
#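 Each compound concentration gave % activity, normalized to unbound and bound Texas Red SRC2 controls, from polarization read after 5 hr ambient incubation with T3-loaded human TRb LBD.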
# Tau ThT inhib: blocks human tau fibril formation measured by thioflavin T; P10636; recombinant tau K18 P301L (four-repeat tau fragment), heparin-induced fibrillization, ThT fluorescence; Potency, µM (top dose mostly 57.4 µM), for inactives: top-dose activity, negative = inhibition, actives largely listed as inhibitors; 270,000 tested, 2.1% active; AID 1460; further: nearly all actives have a fitted effect of over 55% in size
#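 K18 P301L tau (15 uM + 0.24 uM Alexa 594-tagged), heparin 20 uM, NaOAc pH 7, 6 h 37 C; ThT 30 uM, 1 h RT, ex 450/em 510 nm.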
# L3MBTL1 block: L3MBTL1 (human) inhibition; AlphaScreen L3MBTL1–H3K9me1 peptide binding; Potency, µM (highest dose often 57.1 µM), without a hit: at the top dose activity, negative = inhibition, most hits filed as inhibitors; 230,000 tested, 0.66% active; AID 485360; further: nearly all actives have a fitted effect of over 60% in size
#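 Read-out is AlphaScreen signal from streptavidin donor and nickel chelate acceptor beads (10 ug/mL final each) bridging L3MBTL1 (50 nM) and biotinylated K9-monomethylated H3(1-15) peptide (75 nM), after 30 min compound exposure at room temperature.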
# Active calls of the source: *; ? = inconclusive; . = no result given; & = joins results of further samples; [ ] = another dose, or the depositor's remark. Unless noted, the call rests on the fitted dose curve; in most records, active means well fitted curve in the direction sought with a large enough effect; inconclusive means small, poorly fitted or top-dose-only effect, or another doubt; inactive means no such curve, though single readings can be large; an effect the other way counts as inactive or inconclusive. Unless noted, on the % scale 0 is the no-effect control and ±100 the full control effect; potency means the concentration at half of the fitted maximal effect.
Molecule | GLA spleen mod | ALDH1A1 block | Tau FP inhib | Tau fluor cs | TR SRC2 fluor cs | TRb-SRC2 inh | Tau ThT inhib | L3MBTL1 block
C/C=C/c1ccc2oc(-c3ccc(O)cc3)c(C)c2c1 | 11% | ? | ? | 14µM*[quencher] | -1% | -4% | 18µM* | .
CN(Cc1nccn1C)C(=O)c1cc(COc2ccc3ncccc3c2)on1 | -5% | 3% | 15% | -1% | -8% | -4% | -10% | -3%
O=C(CCC1CCCN(C(=O)Cc2ccc(F)cc2)C1)N1CCN(c2ccccn2)CC1 (stereo unspecified) | 2% | -11% | -3% | -5% | -3% | -6% | -10% | -2%
Cc1ccccc1-c1oc(C)c(C)[n+]1[O-] | -3% | 1% | -9% | -6% | -1% | 2% | -5% | .
O=C(CN1CCN(Cc2ccccc2)CC1)Nc1ccc(S(=O)(=O)N2CCOCC2)cc1 | 3% | ? | 0% | 6% | -1% | 11% | 5% | 0%
Cc1cccc(-c2cc(NC(=O)COc3ccccc3F)n(-c3ccccc3)n2)c1 | . | . | -8% | 1% | 1% | -3% | 9% | .
CCCN1CCN(CCCNC(=O)c2cc3c(=O)n(C)c4ccccc4c3n2C)CC1 | 3% | -15% | 13% | -2% | -3% | -5% | -6% | .
Cc1ccc(OCC(=O)N2CCN(S(=O)(=O)c3ccccc3)CC2)c([N+](=O)[O-])n1 | -7% | -8% | 6% | 4% | -20% | 1% | 1% | 3%
O=C(Nc1ccc(F)cc1F)c1cc2nc(-c3ccco3)cc(C(F)(F)Cl)n2n1 | . | . | 7% | 3% | 0% | 6% | -3% | .
CC(C)NC(=O)Cn1c(SCC(=O)N2CCc3ccccc3C2)nc2ccccc21 | -8% | -8% | -2% | -12% | -2% | -7% | 0% | .
CC(=O)OCC1OC(n2ccc(=O)[nH]c2=O)C(O)C1O (stereo unspecified) | 5% | 4% | -2% | -8% | 0% | 7% | -9% | 7%
Cc1ccccc1-c1nnc(SCc2ccccc2)o1 | -10% | 5% | -2% | -3% | 4% | 0% | -12% | 19%[11.4 µM]
COc1cc2c(cc1NC(=O)CN1CCN(S(=O)(=O)c3ccccc3F)CC1)oc1ccccc12 | 3% | ? | -8% | -20% | -2% | -5% | -7% | .
Cc1cc(=O)[nH]c(SCC(=O)Nc2nc3ccccc3s2)n1 | 1% | ? | ? | -13% | 1% | -3% | ? | .
COC(=O)c1cc2oc3ccccc3c2n1Cc1nc(-c2cccc(C)c2)oc1C | . | . | 10% | 8% | -12% | 8% | 8% | .
Cc1ccc2oc(=O)c3cc(C(=O)Nc4cc(-c5cccc(F)c5)no4)sc3c2c1 | 2% | 17% | 6% | 0% | 0% | 1% | -6% | 8%
C[C@@H]1C[C@H]2[C@@H]3CCC4=CC(=O)C=C[C@]4(C)[C@@]3(F)[C@@H](O)C[C@]2(C)[C@@]1(O)C(=O)COP(=O)(O)O | 3%&6% | -8% | -3%&-2% | 2%&-3% | -2%&-1% | 6%&2% | 6%&-7% | -13%
O=C(Nc1cccc(S(=O)(=O)C(F)F)c1)c1ccc(S(=O)(=O)N2CCOCC2)cc1 | 6% | ? | -9% | -14% | -1% | 5% | -8% | .
Cc1sc2nc(CSCC(=O)Nc3ccc(OC(F)F)cc3)[nH]c(=O)c2c1C | -1% | 40µM* | -5% | -15% | -6% | -5% | 0% | -12%
COCCCNC(=O)c1ccc2c(c1)nc(C)n2-c1cccc(C)c1 | . | . | 1% | 3% | -3% | -5% | 1% | .
CCOc1ccc(C2c3c(oc4ccc(C)cc4c3=O)C(=O)N2c2nc(C)c(C)s2)cc1OC (stereo unspecified) | . | . | -2% | -3% | -5% | 0% | -5% | .
CC1CCCC(NC(=O)COC(=O)c2cccc(NS(=O)(=O)/C=C/c3ccccc3)c2)C1C (stereo unspecified) | 1% | 2% | ? | -24% | -1% | 6% | -3% | 8%
O=C(NCCc1ccc(Cl)cc1)C1CCN(S(=O)(=O)c2ccc(-n3cnnn3)cc2)CC1 | 4% | -3% | -13% | -25% | 1% | 1% | -7% | 4%
C/C(=N\NC(=O)CN1CCN(Cc2ccccc2)CC1)c1ccncc1 | 0% | 7% | 5% | -2% | 0% | -5% | -11% | -2%
Cc1cc(C)c(N=C2CCCN2Cc2ccccc2)c(C#N)c1 | -4% | 6% | 1% | -8% | -3% | 0% | -16% | 37%[activator]
C[C@H](NC(=O)Nc1cccc(C(F)(F)F)c1)C(=O)O | -2% | -2% | 5% | 3% | -4% | 2% | 0% | 6%[11.4 µM]
Nc1nnnn1/N=C\c1ccc(Cl)c([N+](=O)[O-])c1 | 5% | -14% | 5% | -13% | -4% | -3% | ? | 5%
COc1ccc(-c2nn(-c3ccccc3)cc2/C=C/C(=O)N2CCN(c3ccccn3)CC2)cc1 | 3% | ? | 7% | -25% | 3% | 5% | -12% | .
O=C(COC(=O)c1cc(-c2ccc(F)cc2)nc2ccccc12)NCC1CCCO1 (stereo unspecified) | -1% | ? | -5% | -17% | -2% | -4% | -4% | 5%
N#C/C(=C\c1cc2ccccc2nc1N1CCCCC1)C(N)=O | 4% | ? | 3% | -5% | -3%[53 µM] | 11%[53 µM] | ? | 11%
COC(=O)c1cc(C)nc2c1c(=O)nc(SCc1cccc(C)c1)n2C1CC1 | . | . | 0% | 0% | -2% | -1% | -4% | .
Cc1ccc(NC(=S)NC(NC(=O)c2ccccc2C)C(Cl)(Cl)Cl)c(C)c1 (stereo unspecified) | 5% | ? | -2% | ? | 2% | 9% | -8% | 8%
Cc1ccc(S(=O)(=O)N2Cc3ccccc3CC2C(=O)Nc2cc(C)on2)cc1 (stereo unspecified) | 0% | ? | 2% | -10% | 1% | -14% | -2% | -2%
Cn1c(=O)oc2cc(S(=O)(=O)N3CCC(C(=O)NCCc4ccccc4)CC3)ccc21 | 7% | . | 1% | 9% | -3% | -4% | . | .
COc1cc(C)nc(OCCNS(=O)(=O)c2cc(C)ccc2C)n1 | -7% | 21% | -5% | -9% | -1% | -9% | -1% | .
Fc1ccccc1C1CC(c2ccco2)=Nc2ccccc2S1 (stereo unspecified) | 0% | . | -15% | -18% | 3% | -3% | ? | .
Cn1c(SCC(=O)NCc2ccco2)nnc1-c1cccs1 | -1% | -8% | -7% | -3% | 1% | -3% | -2% | -6%
c1ccc(CNCc2ccc3c(c2)OCO3)nc1 | 2% | ? | -7% | -2% | -2% | -6% | -8% | ?
CCc1ccccc1NC(=O)c1cc2ncc(Br)cn2n1 | -1% | -4% | -5% | 0% | -5% | -11% | -11% | .
O=Cc1ccc(N2CCCCCC2)cc1 | 2% | 0.056µM* | -3% | -11% | -5% | -3% | -15% | .
CC1(C)Cc2c(sc3c2c(=O)n(-c2cccc(Cl)c2)c(=O)n3CC(N)=O)CO1 | 2% | . | -1% | -5% | -1% | -1% | . | .
CCN(CC)c1ccc(C=C(c2nnnn2-c2ccccc2)c2nnnn2-c2ccccc2)cc1 | 3% | ? | 11% | -25% | -8% | -4% | -14% | 11%
CCC(C)Nc1nc(Cl)nc(NCCOc2ccccc2)n1 (stereo unspecified) | 20% | ? | 12% | 1% | -3% | -1% | -2% | 8%
Cc1nc2ccccc2c2oc(C(=O)NCCCN3CCC(C)CC3)cc12 | 1% | -2% | -4% | 2% | 2% | 4% | -4% | 0%
O=C1C(=O)N(CC2CCCO2)C(c2ccccc2[N+](=O)[O-])/C1=C(/O)c1ccccc1 (stereo unspecified) | -3% | ? | 9% | 5% | -3% | 6% | -8% | 10%
COC(=O)CC1C(=O)NCCN1C(=S)NC(=O)CCc1ccccc1 (stereo unspecified) | -2% | -1% | -2% | -3% | -4% | 1% | -5% | 4%[11.4 µM]
Cc1ccccc1OCC(=O)Nc1ccc2nc(SCCOc3ccccc3)sc2c1 | . | . | -13% | -24% | 11% | 4% | ? | .
CC1(C)CC(N=C2C([N+](=O)[O-])=CC=C3C2=NC2(CCCCC2)N3O)CC(C)(C)N1 | -4% | . | ? | -27% | -4% | 6% | ? | -28%
O=C(NCC1CCCO1)/C(=C\c1cccc([N+](=O)[O-])c1)NC(=O)c1ccccc1 (stereo unspecified) | 5% | ? | -8% | -11% | -1% | -1% | -7% | .
O=C(N/N=C/c1ccc([N+](=O)[O-])o1)c1cc(-c2ccc(-c3ccccc3)cc2)nc2ccccc12 | 5% | 2% | -8% | -14% | 1% | 3% | -15% | ?

# Next section.
Molecule | GLA spleen mod | ALDH1A1 block | Tau FP inhib | Tau fluor cs | TR SRC2 fluor cs | TRb-SRC2 inh | Tau ThT inhib | L3MBTL1 block
Cc1cccc(NC(=O)c2c(C)cc(C)nc2SCC(=O)c2ccccc2)c1 | . | . | 2% | -15% | -16% | 0% | -4% | .
O=C(CN1CCN(C(=O)N2CCOCC2)CC1)Nc1ccc(Br)cc1 | 3% | 18µM* | -1% | -5% | 2% | -13% | -6% | .
FC(F)(F)c1cccc(CON=C2CCN(c3ncc(C(F)(F)F)cc3Cl)CC2)c1 | -11% | -4% | 1% | -8% | -3% | -2% | -13% | 4%
COc1ccccc1OCC(=O)Nc1cc(Cl)ccc1Oc1ccccc1 | -7% | 7% | -9% | -20% | 3% | 2% | -8% | 37%[activator]
CC1=CC2=C(OC1N(C)C)c1cccc3cccc(c13)C2=O (stereo unspecified) | -18% | 2.2µM* | ? | -29% | 21% | 40µM* | 20µM* | .
Cc1cc(CSc2ccccc2)ccc1NC(=O)COc1ccccc1 | -9% | -2% | 3% | -11% | -1% | -5% | -13% | 19%
CC(=O)Nc1ccc(C(=O)CSc2cc(C)c3cccc(C)c3n2)cc1 | -7% | 8% | ? | -19% | -3% | -3% | 7% | -5%
CCc1ccc(NC(=S)Nc2cc(OC)c(NC(=O)C(C)C)cc2OC)cc1 | 8% | ? | 9% | -20% | -2%[53 µM] | -3%[53 µM] | -10% | -9%
Cc1ccc2[nH]cc(C(=O)CN3CCN(C)CC3)c2c1 | 5% | 13% | 2% | 2% | 2% | -6% | -1% | 9%

# Gathered by group: the compounds so far with a CF3 group.
Molecule | GLA spleen mod | ALDH1A1 block | Tau FP inhib | Tau fluor cs | TR SRC2 fluor cs | TRb-SRC2 inh | Tau ThT inhib | L3MBTL1 block
C[C@H](NC(=O)Nc1cccc(C(F)(F)F)c1)C(=O)O | -2% | -2% | 5% | 3% | -4% | 2% | 0% | 6%[11.4 µM]
FC(F)(F)c1cccc(CON=C2CCN(c3ncc(C(F)(F)F)cc3Cl)CC2)c1 | -11% | -4% | 1% | -8% | -3% | -2% | -13% | 4%
